Assay outcomes as filed in PubChem BioAssay.
APOBEC3G inh – APOBEC3G (human) deaminase inhibition | Q9HC16 | recombinant A3G, ssDNA deamination FAM/TAMRA fluorescence | inhibition, % at 20 µM | hit rate 0.28% among 330,000;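 active means inhibition of at least 40% at 20 µM, with no more than 30% in the related APOBEC3A deaminase screen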;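 further: plate controls were DMSO wells with A3G for no effect and wells lacking A3G enzyme for full effect; some compounds called inactive have numbers as strong as hits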
Target sequence (Q9HC16 whole entry, looked up): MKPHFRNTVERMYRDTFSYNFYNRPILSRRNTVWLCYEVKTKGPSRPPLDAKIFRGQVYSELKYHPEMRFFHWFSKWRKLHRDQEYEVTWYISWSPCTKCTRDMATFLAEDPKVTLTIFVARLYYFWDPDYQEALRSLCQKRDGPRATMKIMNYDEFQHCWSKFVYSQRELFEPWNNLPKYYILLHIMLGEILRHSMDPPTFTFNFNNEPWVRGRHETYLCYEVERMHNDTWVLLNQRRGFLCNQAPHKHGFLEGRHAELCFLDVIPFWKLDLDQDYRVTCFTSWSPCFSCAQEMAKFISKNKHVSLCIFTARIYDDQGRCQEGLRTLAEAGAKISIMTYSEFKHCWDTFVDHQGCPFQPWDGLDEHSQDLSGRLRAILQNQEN
hIAP block – human IAP inhibition; P09923; purified IAP, CDP-Star luminescence, 30 min; inhibition, % at 10 µM; hit rate 0.12% among 330,000; AID 2544;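 active means inhibition reaching a set limit with compound at 10 µM in the primary screen, cut at about 35% in these data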;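 further: plate controls were DMSO wells with enzyme for no effect and no-enzyme buffer wells for full effect; values of inactives mirror those of a sister screen read the other way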
SENP1 FRET inh – blocks the human SENP1 SUMO protease catalytic domain; Q9P0U3; recombinant SENP1 catalytic domain, CyPet-SUMO1-YPet FRET cleavage; inhibition, % at 10 µM; hit rate 0.21% among 360,000;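 active means inhibition at least 30% at 10 µM, raw YFP signal under a set limit, fluorescence ratio 0.5 to 1.5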;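 further: 0% = enzyme with DMSO and 100% = no enzyme wells; some results filed as inactive read as strong as hits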
Target sequence (Q9P0U3 419-644 limits assumed): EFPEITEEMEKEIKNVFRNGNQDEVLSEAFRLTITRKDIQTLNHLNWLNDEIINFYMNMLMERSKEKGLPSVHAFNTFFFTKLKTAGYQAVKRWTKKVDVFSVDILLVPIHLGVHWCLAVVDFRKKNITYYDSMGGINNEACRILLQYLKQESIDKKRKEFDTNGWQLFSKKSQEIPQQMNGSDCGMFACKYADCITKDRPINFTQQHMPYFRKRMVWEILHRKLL
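Compound: 10 µM single point, 0.5% DMSO; Test system: hSENP1 catalytic domain, recombinant; Timing: 50 min reaction at room temperature; Technique: FRET, CFP and YFP emission; Control set: no-enzyme wells low, DMSO-plus-enzyme wells high control.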
MIN6 prolif – induces beta-cell replication in MIN6 cells | MIN6 cells proliferation, ATPlite luminescence, 48 h; cells starved in 0.2% serum; 100% = growth in 10% serum | proliferation, % at 10 µM | hit rate 0.29% among 330,000;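 active means compounds whose signal lies at least 3.5 SD above the mean of all wells on their plate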;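 further: 0% = DMSO-treated cells in low-serum medium and 100% = 10% serum control; some compounds called inactive have numbers as strong as hits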
mIAP inh – blocks mouse intestinal alkaline phosphatase. inhibition, % at 10 µM. purified mouse IAP, CDP-Star luminescence, 30 min. hit rate 0.2% among 330,000;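 active means inhibition of at least 40% at 10 µM in the primary screen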;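 further: plate controls were DMSO with enzyme for no effect and no enzyme wells for full effect; values of inactives mirror those of a sister screen read the other way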
mIAP act – mouse IAP activation. muIAP, CDP-Star luminescence, 30 min; stronger effect = higher value; 1 = vehicle-only enzyme signal, 0 = enzyme-free wells. activation factor at 10 µM. hit rate 0.24% among 330,000. AID 2805;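 active means activation factor of at least 2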; further: the source names both 10 and 20 µM as test concentration; values of inactives mirror those of a sister screen read the other way
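Assay system: mouse IAP enzyme / Compound: DMSO-dissolved test compounds / Timing: 30 min, room temperature / Measured by: luminescence from enzymatic CDP-Star hydrolysis / Control set: DMSO-only wells, enzyme-free buffer wells as negative control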
NLRP3 yeast inh – NALP3 inhibition in yeast | Yeast reconstituted NLRP3/ASC/caspase-1, beta-gal luminescence, 24 h | inhibition, % at 10 µM | hit rate 0.39% among 330,000 | AID 2825;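 active means inhibition of 50% or more; inactive means inhibition below 50%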;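 further: plate controls were induced DMSO wells for no effect and uninduced yeast grown without galactose for full effect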
hIAP activ – human IAP activation; P09923; AID 2524; purified human IAP, CDP-Star luminescence, 30 min; stronger effect = higher value; 1 = vehicle-only enzyme, 0 = enzyme-free background; hit rate 0.16% among 330,000; activation factor at 10 µM;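 active means activation factor of the enzyme at least 2-fold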; further: the source names both 10 and 20 µM as test concentration; values of inactives mirror those of a sister screen read the other way
A3A deaminase – blocks human APOBEC3A ssDNA deamination | P31941 | recombinant A3A, FAM/TAMRA ssDNA deamination fluorescence | inhibition, % at 20 µM | hit rate 0.41% among 330,000 | AID 493011;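 active means at least 40% inhibition at 20 µM here, with at most 30% in a related deaminase screen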;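 further: plate controls were A3A with DMSO for no effect and wells lacking A3A enzyme for full effect; some results filed as inactive read as strong as hits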
Target sequence (P31941 whole entry, looked up): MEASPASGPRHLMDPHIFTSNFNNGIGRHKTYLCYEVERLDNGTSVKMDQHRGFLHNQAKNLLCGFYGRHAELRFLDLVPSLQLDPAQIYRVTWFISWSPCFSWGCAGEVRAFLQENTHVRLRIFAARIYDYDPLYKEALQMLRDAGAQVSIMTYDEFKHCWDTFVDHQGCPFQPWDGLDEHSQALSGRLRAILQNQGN
An asterisk follows results filed as active. A portion of the library, so the mix of outcomes need not match the whole.

CC(=O)c1ccccc1NC(=O)CSc1n[nH]c(=O)n1C1CC1 was read as APOBEC3G inh 7, hIAP block -5, SENP1 FRET inh 0, MIN6 prolif -2, mIAP inh -2, mIAP act 1, NLRP3 yeast inh 8, hIAP activ 1 and A3A deaminase 1.
Screening NS(=O)(=O)c1ccc(-n2ncc3c(=O)[nH]c(SCC(=O)Nc4nccs4)nc32)cc1 returned APOBEC3G inh 1, hIAP block 24, SENP1 FRET inh -7, MIN6 prolif 2, mIAP inh 9, mIAP act 0.91, NLRP3 yeast inh -8, hIAP activ 0.77 and A3A deaminase 8.
Screening NNC(=O)c1sc2cc(C(F)(F)F)cnc2c1-c1cccs1 returned APOBEC3G inh -10, hIAP block 4, SENP1 FRET inh 0, MIN6 prolif 0, mIAP inh 13, mIAP act 0.87, NLRP3 yeast inh 2, hIAP activ 0.96 and A3A deaminase 0.
`CN(C)CCn1c(=O)n(Cc2ccco2)c(=O)c2c3c(sc21)CCCCC3` gave APOBEC3G inh -7, hIAP block 12, SENP1 FRET inh 1, MIN6 prolif -3, mIAP inh 6, mIAP act 0.94, NLRP3 yeast inh 10, hIAP activ 0.89 and A3A deaminase -1.
Screening C=CCn1c(SCC(=O)O)nc2sc(CC)cc2c1=O returned APOBEC3G inh 3, hIAP block 0, SENP1 FRET inh -1, MIN6 prolif -1, mIAP inh -6, mIAP act 1.1, NLRP3 yeast inh 7, hIAP activ 1 and A3A deaminase 2.
Screening O=c1c2ccccc2oc2ccc(C#CC3(O)CCCCC3)cc12 returned APOBEC3G inh 3, hIAP block 0, SENP1 FRET inh 1, MIN6 prolif -8, mIAP inh 11, mIAP act 0.89, NLRP3 yeast inh -17, hIAP activ 1 and A3A deaminase 2.
Screening O=C(c1cc(-c2ccccn2)nc2ccc(Cl)cc12)N1CCN(CCc2ccccc2)CC1 returned APOBEC3G inh -4, hIAP block 13, SENP1 FRET inh -10, MIN6 prolif -3, mIAP inh 5, mIAP act 0.95, NLRP3 yeast inh 17, hIAP activ 0.87 and A3A deaminase 0.
Screening O=c1[nH]c2cccnc2n(CCNc2ncc(C(F)(F)F)cc2Cl)c1=O returned APOBEC3G inh -2, hIAP block 15, SENP1 FRET inh -4, MIN6 prolif -4, mIAP inh -2, mIAP act 1, NLRP3 yeast inh 26, hIAP activ 0.85 and A3A deaminase -1.
Screening CCOc1ccc(NC(=O)CSc2nnc(C)n2Cc2ccccc2)cc1 returned APOBEC3G inh 0, hIAP block -1, SENP1 FRET inh 2, MIN6 prolif -1, mIAP inh 10, mIAP act 0.91, NLRP3 yeast inh 12, hIAP activ 1 and A3A deaminase 5.
Screening CSc1nc(N2CCN(C)CC2)c2c(c1C#N)CC(C)(C)OC2 returned APOBEC3G inh 12, hIAP block 0, SENP1 FRET inh 0, MIN6 prolif 0, mIAP inh -2, mIAP act 1, NLRP3 yeast inh 17, hIAP activ 1 and A3A deaminase 38.
`CC(C)C(=O)Nc1cccc(C(=O)Nc2ccc3c(c2)OCO3)c1` gave APOBEC3G inh 3, hIAP block 4, SENP1 FRET inh 1, MIN6 prolif -4, mIAP inh -5, mIAP act 1, NLRP3 yeast inh 4, hIAP activ 0.96 and A3A deaminase 10.
C=CCNC(=O)/C(C#N)=C/c1ccccc1OCc1ccc(C(=O)OC)cc1 was read as APOBEC3G inh -7, hIAP block 13, SENP1 FRET inh 1, MIN6 prolif -4, mIAP inh 12, mIAP act 0.88, NLRP3 yeast inh 14, hIAP activ 0.87 and A3A deaminase -1.
Screening COc1ccc(NS(=O)(=O)c2cccc(C(=O)N(C)CC(=O)Nc3ccc(C)cc3)c2)cc1 returned APOBEC3G inh -9, hIAP block 6, SENP1 FRET inh 0, MIN6 prolif 4, mIAP inh 6, mIAP act 0.94, NLRP3 yeast inh 20, hIAP activ 0.94 and A3A deaminase 1.
Screening CC(=O)Nc1ccc(NC(=O)Cc2ccc(S(=O)(=O)N3CCCCC3)s2)cc1 returned APOBEC3G inh -1, hIAP block 2, SENP1 FRET inh -2, MIN6 prolif -3, mIAP inh 2, mIAP act 0.97, NLRP3 yeast inh 19, hIAP activ 0.98 and A3A deaminase 8.
`COc1cc2nc(CN(C)Cc3ccc(SC)cc3)[nH]c(=O)c2cc1OC` gave APOBEC3G inh -1, hIAP block -34, SENP1 FRET inh -2, MIN6 prolif 1, mIAP inh 2, mIAP act 0.98, NLRP3 yeast inh -2, hIAP activ 1.3 and A3A deaminase 2.

Next part; the last three above are carried over.
Screening COc1ccc(NS(=O)(=O)c2cccc(C(=O)N(C)CC(=O)Nc3ccc(C)cc3)c2)cc1 returned APOBEC3G inh -9, hIAP block 6, SENP1 FRET inh 0, MIN6 prolif 4, mIAP inh 6, mIAP act 0.94, NLRP3 yeast inh 20, hIAP activ 0.94 and A3A deaminase 1.
Screening CC(=O)Nc1ccc(NC(=O)Cc2ccc(S(=O)(=O)N3CCCCC3)s2)cc1 returned APOBEC3G inh -1, hIAP block 2, SENP1 FRET inh -2, MIN6 prolif -3, mIAP inh 2, mIAP act 0.97, NLRP3 yeast inh 19, hIAP activ 0.98 and A3A deaminase 8.
`COc1cc2nc(CN(C)Cc3ccc(SC)cc3)[nH]c(=O)c2cc1OC` gave APOBEC3G inh -1, hIAP block -34, SENP1 FRET inh -2, MIN6 prolif 1, mIAP inh 2, mIAP act 0.98, NLRP3 yeast inh -2, hIAP activ 1.3 and A3A deaminase 2.
Screening Cc1ccccc1NC(=O)NCC1CCN(C(=O)OC(C)(C)C)CC1 returned APOBEC3G inh 1, hIAP block 16, SENP1 FRET inh 1, MIN6 prolif -2, mIAP inh 0, mIAP act 1, NLRP3 yeast inh 15, hIAP activ 0.84 and A3A deaminase 1.
For Cc1ccc(-c2cc(C(=O)NCCCN3CCOCC3)no2)cc1 the results were APOBEC3G inh -2, hIAP block 14, SENP1 FRET inh 1, MIN6 prolif 2, mIAP inh 10, mIAP act 0.9, NLRP3 yeast inh 4, hIAP activ 0.86 and A3A deaminase -4.
Screening O=C(c1cn(-c2ccccc2)nc1-c1cccs1)N1CCOCC1 returned APOBEC3G inh -3, hIAP block 3, SENP1 FRET inh 0, MIN6 prolif 0, mIAP inh 3, mIAP act 0.97, NLRP3 yeast inh 21, hIAP activ 0.97 and A3A deaminase 1.
Screening CC(C)(C)C(=O)Nc1c2c(nn1-c1ccccc1)CSC2 returned APOBEC3G inh -6, hIAP block -21, SENP1 FRET inh 3, MIN6 prolif -3, mIAP inh 6, mIAP act 0.94, NLRP3 yeast inh 5, hIAP activ 1.2 and A3A deaminase -5.
Screening CCCCC(=O)N1C/C=C\[C@H](c2ccc(OC)cc2)N(Cc2ccc(F)cc2)C(=O)[C@@H]1C returned APOBEC3G inh -3, hIAP block 5, SENP1 FRET inh -3, MIN6 prolif -7, mIAP inh -4, mIAP act 1, NLRP3 yeast inh 7, hIAP activ 0.95 and A3A deaminase 3.
Screening Cc1ccc(-n2nnc3c(=O)n(Cc4cc(C)ccc4C)cnc32)cc1 returned APOBEC3G inh -2, hIAP block -5, SENP1 FRET inh 2, MIN6 prolif -3, mIAP inh -2, mIAP act 1, NLRP3 yeast inh 23, hIAP activ 1.1 and A3A deaminase 4.
Screening O=C1c2ccc(Br)cc2C(=O)N1c1ccc(Cl)cn1 returned APOBEC3G inh 2, hIAP block 11, SENP1 FRET inh 0, MIN6 prolif 0, mIAP inh 6, mIAP act 0.94, NLRP3 yeast inh -1, hIAP activ 0.89 and A3A deaminase -3.
Screening Cc1ccccc1C(=O)NNc1ccc(-c2csnn2)cc1 returned APOBEC3G inh -8, hIAP block 14, SENP1 FRET inh 2, MIN6 prolif -2, mIAP inh 8, mIAP act 0.92, NLRP3 yeast inh 6, hIAP activ 0.86 and A3A deaminase 0.
O=C(O)CC(NC(=O)CCC1CCCCC1)c1cc([N+](=O)[O-])ccc1Cl (stereo not given) was read as APOBEC3G inh -5, hIAP block -1, SENP1 FRET inh -2, MIN6 prolif -1, mIAP inh 1, mIAP act 0.99, NLRP3 yeast inh -2, hIAP activ 1 and A3A deaminase -1.
`O=C(O)CCCCCN1C(=O)c2ccc(C(=O)O)cc2C1=O` gave APOBEC3G inh -7, hIAP block 8, SENP1 FRET inh 2, MIN6 prolif 1, mIAP inh 8, mIAP act 0.92, NLRP3 yeast inh 8, hIAP activ 0.92 and A3A deaminase -2.
Screening CC1(c2ccc(Cl)cc2)NC(=O)N(CN2CCOCC2)C1=O (stereo not given) returned APOBEC3G inh 0, hIAP block 14, SENP1 FRET inh 0, MIN6 prolif 1, mIAP inh 7, mIAP act 0.93, NLRP3 yeast inh 5, hIAP activ 0.86 and A3A deaminase 0.
`Cc1cccc(N2CCN(C(=O)CN3CCOc4ccccc43)CC2C)c1` (stereo not given) gave APOBEC3G inh -6, hIAP block 2, SENP1 FRET inh -4, MIN6 prolif -5, mIAP inh 5, mIAP act 0.95, NLRP3 yeast inh 30, hIAP activ 0.98 and A3A deaminase -7.
Cc1cc(NC(=O)c2ccc(C)s2)n(-c2ccccc2)n1 was read as APOBEC3G inh 1, hIAP block 3, SENP1 FRET inh 3, MIN6 prolif -3, mIAP inh -2, mIAP act 1, NLRP3 yeast inh 9, hIAP activ 0.97 and A3A deaminase 1.
Screening CCN(c1ccccc1)S(=O)(=O)c1ccc(C(=O)Nc2nccs2)cc1 returned APOBEC3G inh -4, hIAP block -8, SENP1 FRET inh 5, MIN6 prolif -1, mIAP inh 3, mIAP act 0.97, NLRP3 yeast inh 2, hIAP activ 1.1 and A3A deaminase -5.
For COc1cccc(CN2CC(C(=O)NCc3ccc(Cl)s3)CCC2=O)c1 (stereo not given) the results were APOBEC3G inh -7, hIAP block -5, SENP1 FRET inh 1, MIN6 prolif -3, mIAP inh 0, mIAP act 1, NLRP3 yeast inh 2, hIAP activ 1.1 and A3A deaminase -3.
Screening O=C(NCCCN1CCCC1=O)c1ccc(NS(=O)(=O)c2ccccc2)cc1 returned APOBEC3G inh -7, hIAP block 20, SENP1 FRET inh 1, MIN6 prolif -3, mIAP inh 0, mIAP act 1, NLRP3 yeast inh 10, hIAP activ 0.8 and A3A deaminase 0.
For Cc1cc(C)c(OCCCCN2CCNCC2)c(C)c1 the results were APOBEC3G inh -4, hIAP block -6, SENP1 FRET inh 3, MIN6 prolif -2, mIAP inh 0, mIAP act 1, NLRP3 yeast inh 6, hIAP activ 1.1 and A3A deaminase 3.
`C=CCn1c(SCc2cccc(C#N)c2)nnc1-c1ccccc1O` gave APOBEC3G inh -2, hIAP block -6, SENP1 FRET inh 0, MIN6 prolif 4, mIAP inh 4, mIAP act 0.95, NLRP3 yeast inh -6, hIAP activ 1.1 and A3A deaminase 1.
For O=C(CNC(=O)c1ccccc1F)N/N=C\C=C\c1ccccc1 the results were APOBEC3G inh -8, hIAP block -1, SENP1 FRET inh 0, MIN6 prolif 1, mIAP inh 4, mIAP act 0.96, NLRP3 yeast inh 8, hIAP activ 1 and A3A deaminase -4.
CCC(=O)Nc1cccc(C(=O)/C=C/c2cc(Br)ccc2OC)c1 was read as APOBEC3G inh -5, hIAP block 13, SENP1 FRET inh -1, MIN6 prolif -5, mIAP inh 13, mIAP act 0.87, NLRP3 yeast inh 20, hIAP activ 0.87 and A3A deaminase -2.
